Platelet DG rel – modulates dense granule release in human platelets | human platelet-rich plasma, SFLLRN dense granule ATP release, luminescence | inhibition, %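 (compounds screened at 7.5 µM in platelet-rich plasma)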 | 0.22% of 300,000 active | AID 1663;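 active = mean replicate score, as percent of positive control, at or above 50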
TRPC4 PAM – allosteric potentiators of mouse TRPC4 channel; HEK293 TRPC4beta/mu-opioid, DAMGO EC20, Fluo-4 Ca2+ flux; active compounds read high; B-score at 10 µM; 0.42% of 310,000 active; AID 2227;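 active = B-score of calcium response area above 5 SD of library B-scores, with initial fluorescence ratio within 5 SD of library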;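 also: B-score of integrated fluorescence ratio over time as area under calcium response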
KCNK3 block – human KCNK3 channel inhibition, primary screen | O14649 | CHO-KCNK3 thallium flux, FluxOR fluorescence; active compounds read low | B-score at 10 µM | 0.84% of 340,000 active | AID 602410;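 active = B-score under library mean minus 4 SD, starting fluorescence ratio at most library mean plus 5 SD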;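 also: more negative B-score means stronger inhibition of thallium flux through KCNK3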
TRPC4 block – TRPC4 (mouse) channel inhibition | Q9QUQ5 | HEK293 TRPC4beta/mu-opioid, DAMGO-evoked Fluo4 calcium flux; active compounds read low | B-score at 10 µM | 0.39% of 300,000 active;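 active = B-score over 3 SD under the library average, no early fluorescence shift, positive overall ratio signal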
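Material: HEK293 cells with stable TRPC4beta plus mu-opioid receptor expression / Probe or stimulus: DAMGO in two steps, submaximal then maximal / Compound: single concentration per test compound / Technique: kinetic Fluo4 fluorescence imaging of calcium influx / Read-out: per-well B score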
hERG rescue – shields human hERG channel from block by proarrhythmic agents; Q12809; 0.51% of 310,000 active; CHO-hERG, FluxOR thallium flux, dofetilide IC70 present; activation (rescue from dofetilide block), less the hit threshold, % at 10 µM;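 active = activation above the mean of controls blocked by dofetilide plus 5 SD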;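 also: thallium influx through hERG after potassium depolarization seen as dye fluorescence rise; in these data hits start at about 4.7%; inactives centre near -7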
KCNQ1 block – blocks the human KCNQ1 potassium channel; 1.3% of 310,000 active; B-score at 10 µM; P51787; CHO-K1 KCNQ1, FluxOR thallium flux fluorescence; active compounds read high; AID 2642;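 active = compounds whose thallium flux B-score, printed positive for inhibition, exceeds three library SD while starting fluorescence stays within three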;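 also: channel opened by potassium depolarization with thallium stimulus after 20 min compound exposure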
Target sequence (P51787 whole entry, looked up): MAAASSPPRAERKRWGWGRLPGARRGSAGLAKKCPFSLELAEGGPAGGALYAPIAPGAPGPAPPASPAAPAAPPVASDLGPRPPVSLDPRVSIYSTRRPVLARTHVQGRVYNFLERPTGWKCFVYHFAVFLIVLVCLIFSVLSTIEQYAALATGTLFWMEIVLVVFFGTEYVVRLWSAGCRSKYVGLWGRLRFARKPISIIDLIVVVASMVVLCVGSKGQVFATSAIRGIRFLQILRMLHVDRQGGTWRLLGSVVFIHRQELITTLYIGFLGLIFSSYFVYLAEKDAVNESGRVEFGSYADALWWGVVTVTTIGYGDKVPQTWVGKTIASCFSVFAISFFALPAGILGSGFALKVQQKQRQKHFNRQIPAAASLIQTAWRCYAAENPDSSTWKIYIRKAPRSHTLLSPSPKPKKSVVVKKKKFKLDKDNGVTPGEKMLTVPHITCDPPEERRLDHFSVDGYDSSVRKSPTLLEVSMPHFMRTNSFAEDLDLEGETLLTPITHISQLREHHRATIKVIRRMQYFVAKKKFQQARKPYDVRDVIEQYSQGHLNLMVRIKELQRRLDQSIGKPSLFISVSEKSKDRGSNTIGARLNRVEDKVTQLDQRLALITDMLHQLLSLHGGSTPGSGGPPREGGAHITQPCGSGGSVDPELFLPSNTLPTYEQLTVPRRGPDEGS
TRPC4 act – opens the mouse TRPC4 cation channel; Q9QUQ5; HEK293 TRPC4beta/mu-opioid, Fluo4 calcium fluorescence; active compounds read high; B-score at 10 µM; 0.49% of 310,000 active;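 active = B-score above 5 SD of library B-scores, and initial fluorescence ratio not above library mean plus 5 SD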;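 also: positive B-score marks a calcium rise read as TRPC4 activation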
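Assay system: HEK293 stable line with TRPC4beta plus mu-opioid receptor; schedule: 45 min room-temperature Fluo4 loading, 110 s read; technique: kinetic Fluo4 calcium fluorescence; evaluation: integrated baseline-normalised fluorescence ratio, converted to per-well B score; controls: buffer (low) and maximal DAMGO (high)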
KCNK9 inh – blocks the human KCNK9 two-pore domain potassium channel. 1.2% of 310,000 active. AID 488922. HEK293 KCNK9, FluxOR thallium flux fluorescence; active compounds read low. B-score at 10 µM;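 active = ratio B-score over 3 SD below the library mean, with starting fluorescence within 5 SD of its mean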;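 also: negative B-score means less thallium flux so channel inhibition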
Target sequence (Q9NPC2 whole entry, looked up, the tested form may be a part): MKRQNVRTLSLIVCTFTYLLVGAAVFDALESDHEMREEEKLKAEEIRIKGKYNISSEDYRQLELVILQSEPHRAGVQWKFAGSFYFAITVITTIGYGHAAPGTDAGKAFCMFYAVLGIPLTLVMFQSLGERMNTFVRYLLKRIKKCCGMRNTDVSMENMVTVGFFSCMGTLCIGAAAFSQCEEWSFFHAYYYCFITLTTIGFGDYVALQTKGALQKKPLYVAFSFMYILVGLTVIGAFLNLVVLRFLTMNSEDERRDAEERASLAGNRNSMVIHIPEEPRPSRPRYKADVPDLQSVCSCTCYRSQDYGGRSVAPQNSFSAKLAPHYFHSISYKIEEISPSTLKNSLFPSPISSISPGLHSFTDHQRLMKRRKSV
PolyA inh – blocks polyadenylation in yeast reporter cells; calls only at 12 µM; 0.02% of 300,000 active; AID 1875; S. cerevisiae SKY197-pL101 polyadenylation reporter, beta-gal luminescence; efflux-impaired pdr1/pdr3 knockout yeast; score 100 = 6 SD above DMSO;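 active = lowest replicate activity score at least 50, where 100 means six control SD above control mean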;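 also: yeast exposed to compound for 9 h at 30 °C; higher score means more reporter readthrough which indicates perturbed polyadenylation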
KCNQ1 act – potentiators or activators of human KCNQ1 potassium channel; CHO-K1 KCNQ1, thallium flux FluxOR fluorescence; active compounds read high; B-score at 10 µM; P51787; 0.35% of 310,000 active; AID 2648;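 active = fluorescence ratio B-score, a plate-corrected score, at least three library SD, with initial intensity B-score within 5 SD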
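Assay system: CHO-K1 cells stably expressing KCNQ1; Medium: assay buffer with matched DMSO; Also added: K+/Tl+ depolarizing stimulus; Dosing: single dose; Timing: dye 90 min, compound 20 min, room temperature; Measured by: kinetic FluxOR thallium fluorescence, 10-s 1-Hz baseline, 110-s post-stimulus read; Read-out: peak-minus-minimum fluorescence over initial fluorescence, negative-control normalized, B-scored.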
Dyrk1A ADPGlo – blocks rat Dyrk1A kinase activity; ADP-Glo luminescence, NFATc1 peptide; inhibition, % at 12.5 µM; 0.43% of 310,000 active; in the data active = inhibition above about 50%;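 also: plate controls were vehicle with enzyme for no effect and no enzyme for full effect; many of its hits are not listed in these tables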
Numbers without * were called inactive; i = inactive; . = not tested or not shown.

SMILES	Platelet DG rel	TRPC4 PAM	KCNK3 block	TRPC4 block	hERG rescue	KCNQ1 block	TRPC4 act	KCNK9 inh	PolyA inh	KCNQ1 act	Dyrk1A ADPGlo
CCc1cccc(NC(=O)Cn2cc3c(n2)CCCC3)c1	2.1	i	i	i	-4.7	i	i	i	i	i	8.6
CC(=O)Nc1ccc(NC(=O)CCn2c(=O)oc3ccccc32)cc1	-6.2	i	i	i	-4.2	i	i	i	i	i	-0.1
O=C1CSC(=O)N1CCOCCN1C(=O)CSC1=O	-2.1	i	i	i	-5.6	i	i	i	i	i	-0.6
O=C(Nc1ccc2c(c1)OCCO2)c1ccccc1F	18.4	i	i	i	-14.2	i	i	i	i	i	3.1
COC(=O)COc1ccc(/C=C2/NC(=O)N(CC(=O)OC)C2=O)cc1	4.3	i	i	i	-5.6	i	i	i	i	i	.
CC(C)CN1CCC(=O)N([C@H](CN=[N+]=[N-])Cc2ccccc2)CC1	-0.9	i	i	i	-8.3	i	i	i	i	i	-3.6
CCN(CC(=O)NCc1cccs1)C(=O)c1cccc(S(=O)(=O)Nc2ccc(C)cc2)c1	8.5	i	i	i	-11.3	i	i	i	i	i	-3.5
CC1(O)CC(c2ccc(Cl)cc2)=NN1C(=O)c1ccc(Cl)cc1 (configuration not stated)	3.5	i	i	i	-2.2	i	i	i	i	i	-1.5
COc1ccc(Cl)cc1NC(=O)N1CCN(S(C)(=O)=O)CC1	-1.9	i	i	i	-8.8	i	i	i	i	i	-4.3
CCOc1ccc(OCCOCCn2ccnc2)cc1	10.0	i	i	i	-11.0	i	i	i	i	i	-0.4
COc1cccc(NC(=O)C(Cc2ccccc2)n2cccc2)c1 (configuration not stated)	1.4	i	i	i	-13.6	i	i	i	i	i	-2.7
O=C(NCCc1c[nH]c2ccccc12)C1CCC(=O)N(CCc2cccc(F)c2)C1 (configuration not stated)	1.8	i	i	i	0.5	i	i	i	i	i	-1.0
CC1(C)C2CCC1(C)C(NC(=O)CCN1CCCCC1)C2 (configuration not stated)	-0.5	i	i	i	-6.9	i	i	i	i	i	-2.8
c1ccc2c(c1)nc1n2CC2CON(C3CCCCC3)C12 (configuration not stated)	2.8	i	i	i	-4.9	i	i	i	i	i	3.7
N=C1SC(c2ccccc2)C(=O)N1c1ncc(Cc2ccccc2Cl)s1 (configuration not stated)	-2.8	i	i	i	4.3	i	i	i	i	i	-13.5
COc1ccccc1S(=O)(=O)Nc1cccc(-c2nnc3n2CCCCC3)c1	-27.0	i	i	i	-4.6	i	i	i	i	i	0.0
COc1ccc(CSC2=NCCN2)cc1Br	-8.0	i	i	i	-11.9	i	i	i	i	i	0.0
Cc1cnc(C(=O)OCC(=O)c2ccc(Br)s2)cn1	-1.5	i	i	i	-16.0	i	i	i	i	i	-5.9
CN1CCN(S(=O)(=O)c2cccc(C(=O)O)c2)CC1	3.1	i	i	i	-13.3	i	i	i	i	i	-3.8
COc1cccc(C2=CC(c3ccc(N(C)C)cc3)n3ncnc3N2)c1 (configuration not stated)	1.7	i	.	i	-13.1	i	i	i	i	i	.

Record cards (already shown):
Shown for `CC1(O)CC(c2ccc(Cl)cc2)=NN1C(=O)c1ccc(Cl)cc1` (configuration not stated) : Platelet DG rel: 3.5; TRPC4 PAM: i; KCNK3 block: i; TRPC4 block: i; hERG rescue: -2.2; KCNQ1 block: i; TRPC4 act: i; KCNK9 inh: i; PolyA inh: i; KCNQ1 act: i; Dyrk1A ADPGlo: -1.5
Shown for `c1ccc2c(c1)nc1n2CC2CON(C3CCCCC3)C12` (configuration not stated) : Platelet DG rel: 2.8; TRPC4 PAM: i; KCNK3 block: i; TRPC4 block: i; hERG rescue: -4.9; KCNQ1 block: i; TRPC4 act: i; KCNK9 inh: i; PolyA inh: i; KCNQ1 act: i; Dyrk1A ADPGlo: 3.7

Other compounds:
SMILES	Platelet DG rel	TRPC4 PAM	KCNK3 block	TRPC4 block	hERG rescue	KCNQ1 block	TRPC4 act	KCNK9 inh	PolyA inh	KCNQ1 act	Dyrk1A ADPGlo
CCOCC(=O)Nc1cccc(NC(C)=O)c1	8.6	i	i	i	-2.9	i	i	i	i	i	-1.2
Cc1ccc(CC2CC(=O)N(c3ccncc3)C2=O)cc1 (configuration not stated)	-3.0	i	i	i	-8.5	i	i	i	i	i	-1.9
CCN(CC)S(=O)(=O)c1ccc(-c2nnc(SCC(=O)c3ccc(OC)cc3)o2)cc1	1.2	i	i	i	-5.3	i	i	i	i	i	-3.6
Cc1cc(-c2nnc(SCC(=O)Nc3ccc(F)cc3)n2N)n[nH]1	0.6	i	i	i	-6.6	i	i	i	i	i	-1.6
Cc1cccc(-n2ncc3c(NCc4ccc5c(c4)OCO5)ncnc32)c1	1.9	i	i	i	-10.5	i	i	i	i	i	7.4
Clc1ccc(N2CCN(Cc3ccco3)CC2)cc1	-15.3	i	i	i	-2.8	i	i	i	i	i	0.5
COCc1[nH]nc2c1C1(CCSCC1)C(C#N)=C(N)O2	1.7	i	i	i	-3.5	i	i	i	i	i	-6.0
Cc1ccccc1OCC(=O)NCCN(C)C	7.2	i	i	i	-5.2	i	i	i	i	i	-1.1
COc1ccc(CCN=Cc2ccc(O)cc2)cc1OC	0.7	i	i	i	-8.1	i	i	i	i	i	-3.5
O=C(Cn1nc(C(=O)O)c2ccccc2c1=O)c1c[nH]c2ccccc12	-2.4	i	i	i	-1.8	i	i	i	i	i	7.2
Cc1nnc(N2CCCC(C(=O)NCc3ccccc3F)C2)c2nn(-c3ccccc3)c(C)c12 (configuration not stated)	-8.3	i	i	i	-6.7	i	i	i	i	i	0.4
CCN(C1CCS(=O)(=O)C1)S(=O)(=O)c1cccc([N+](=O)[O-])c1 (configuration not stated)	-0.1	i	i	i	-2.3	i	i	i	i	i	3.4
O=C(NCCCCO)C(F)(F)C(F)(F)C(F)(F)C(=O)NCCCCO	-1.4	i	i	i	-6.6	i	i	i	i	i	-7.3
Cc1ccc([N+](=O)[O-])c(OCCN2CCC(Cc3ccccc3)CC2)c1	16.1	i	i	i	-29.0	i	i	i	i	i	0.0
COc1ccc(S(=O)(=O)N(CCC(=O)O)Cc2ccccc2)cc1	16.8	i	i	i	-5.1	i	i	i	i	i	.
COc1ccc(-c2cc(C)no2)cc1S(=O)(=O)Nc1ccc(NC(C)=O)cc1	3.9	i	i	i	-3.2	i	i	i	i	i	-1.6
Cc1nn(Cc2ccccc2)c(Cl)c1/C=N/NC(=O)CNc1cccc(C(F)(F)F)c1	-0.5	i	i	i	2.0	i	i	i	i	i	-5.6
CCCC(=O)NC(c1ccc(OCC)cc1)c1ccc(OC)c(OC)c1 (configuration not stated)	-10.9	i	i	i	-9.1	i	i	i	i	i	.
CCN(CC)S(=O)(=O)c1cccc(C(=O)N2CCCc3ccccc32)c1	-2.2	i	i	i	-3.3	i	i	i	i	i	1.6
COCCN(C(=O)CCC(=O)Nc1ccccn1)C(C(=O)NC1CCCC1)c1ccc(OC)cc1 (configuration not stated)	-0.2	i	i	i	-4.8	i	i	i	i	i	10.4
CC(NC(=O)c1ccco1)C(=O)N1CCN(C(c2ccccc2)c2ccccc2)CC1 (configuration not stated)	-10.4	i	i	i	-12.3	i	i	i	i	i	-4.7
Cc1ccc(OC(=O)Nc2ccccc2)cc1	7.7	i	i	i	-6.9	i	i	i	i	i	3.1
Cc1c(N=Cc2ccncc2)c(=O)n(-c2ccccc2)n1C	-11.0	i	i	i	-6.4	i	i	i	i	i	2.3
N/C(=N\OC(=O)c1cc(Br)ccc1Cl)c1cccnc1	6.7	i	i	i	-6.0	i	i	i	i	i	-2.4
COc1cc(CN2CCNC(=O)C2CC(=O)N(C)Cc2cccnc2)cc(OC)c1 (configuration not stated)	2.8	i	i	i	-5.7	i	i	i	i	i	-4.7
O=C(c1nc2ccc(Cl)cn2c1CN1CCCC1)N1CCc2ccccc2C1	9.6	i	i	i	-5.0	i	i	i	i	i	.
C=CCN1C(=O)/C(=C\c2ccc(Cl)cc2)N=C1SCC(=O)NCCC	15.0	i	i	i	-4.9	i	i	i	i	i	5.8
COc1ccccc1-c1cn[nH]c1-c1ccc(OCc2ccccc2F)cc1O	-2.4	i	i	i	-14.6	i	i	i	i	i	-0.8
Cc1ccnc(NC(=O)c2ccc([N+](=O)[O-])s2)c1	-3.2	i	i	i	-2.0	i	i	i	i	i	18.4
CCOC(=O)C1CCN(c2nc3ccccc3nc2C(C#N)C(=O)OC(C)COC)CC1 (configuration not stated)	0.2	i	i	i	-14.2	i	i	i	i	i	-9.2
Cc1ccc(S(=O)(=O)N2CCOCC2)cc1NC(=O)Cn1ccsc1=N	-1.8	i	i	i	-8.2	i	i	i	i	i	5.1
CC(=O)CC[C@@H](C)O[C@@H]1OC(C)[C@H](O)CC1O (some centres not stated)	-5.8	i	i	i	-1.3	i	i	i	i	i	10.2
Cc1ccc2c(c1)[nH]c1c(=O)n(CCCN3CCOCC3)cnc12	-13.3	i	i	i	-9.1	i	i	i	i	i	-4.0
CC(C)CNC(=O)c1ccccc1NC(=O)CN(c1ccccc1)S(=O)(=O)N(C)C	-2.7	i	i	i	-4.2	i	i	i	.	i	-4.5
COc1ccc(/C=N/NC(=O)c2ccc(CSc3nc(C)cc(C)n3)cc2)c(OC)c1OC	9.6	i	i	i	-6.4	i	i	i	i	i	-2.9
CN(C)c1ccc(CNn2cnnc2)cc1	8.8	i	i	i	-3.5	i	i	i	i	i	-2.7
Cc1nnc(SCC(N)=O)n1CCc1ccccc1	1.8	i	i	i	-7.9	i	i	i	i	i	3.7
CCN(CC)CCNC(=O)c1ccc(CS(=O)(=O)c2ccc(Br)cc2)o1	-6.9	i	i	i	-6.5	i	i	i	i	i	0.8
COCC1CCN(C(=O)c2ccc3oc(Cc4ccc(Cl)cc4)nc3c2)C1 (configuration not stated)	-3.8	i	i	i	-4.8	i	i	i	i	i	7.1
COc1ccc(C(=O)Nc2ccc(Oc3ncnc4sc(-c5ccccc5)cc34)cc2)cc1OC	-0.7	i	i	i	-2.8	i	i	i	i	i	-4.3
Cc1csc(NC(=O)CSc2nnc(-c3ccoc3C)n2Cc2ccco2)n1	.	i	i	i	-2.7	i	i	i	i	i	-1.4
Cc1cc(=O)[nH]c(-c2ccccc2O)n1	-10.4	i	i	i	-6.8	i	i	i	i	i	12.9
Cc1ccc(C(=O)N(CC(=O)NC2CCCC2)c2ccc(F)cc2)s1	-8.4	i	i	i	-14.0	i	i	i	i	i	1.8

Screens: PubChem, several laboratories

An excerpt; rates above refer to the full screens.
